Pf Dd2 inh – blocks in vitro growth of P. falciparum Dd2; Potency, µM (titrated, usually from 28.9 µM), for inactives: top-dose activity, negative = inhibition, actives largely listed as inhibitors; P. falciparum Dd2 growth, SYBR Green, 72 h; 120,000 compounds, 4.3% hits; active means well fitted inhibition curve with a large enough effect; inconclusive means small, poorly fitted or top-dose-only effect; inactive means no such curve, though single readings can be large or run the other way;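 further: plate controls were DMSO vehicle for no effect and reference drug for full effect; nearly all actives have a fitted effect of over 65% in size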
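Readout: SYBR Green fluorescence, 485 nm excitation, 535 nm emission, after ~16 h lysis at 37C. Before that, Dd2-infected red cells (2.5% hematocrit) grew 72 h with compound, 29 uM top final concentration.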
An asterisk follows results filed as active; i = inactive; ? = inconclusive; & = joins results of further samples; ! = not active in a repeat; [ ] = another dose, or the depositor's remark. Potency means the concentration at half of the fitted maximal effect. Only part of the results is shown (hit frequency here may not be typical).

no.	Structure	Pf Dd2 inh
1	CNC(=O)CC1COCCN1C(=O)CCCc1nc(-c2cccc(C)c2)no1 (configuration not stated)	-8%
2	COc1ccc(-c2cc(-c3cn[nH]c3)c3cncn3c2)cn1	-17%[44.1 µM]
3	CC(=O)c1ccc(NC(=O)NC[C@H]2C[C@@H]3CCN2C[C@@H]3CN2CCOCC2)cc1	7%[44.1 µM]
4	COc1ccc(-c2nc(-c3nnn4c3COC(c3ccc(C)cc3)C4)no2)cn1 (configuration not stated)	i
5	COCCC1(NC(=O)C2CCOCC2)CCN(C(=O)c2cccnc2C)CC1	0%
6	O=c1ncn(Cc2ccccc2)c2ccc(-c3ccsc3)nc12	?
7	O=C(Cc1ccccc1O)NCc1cccnc1Oc1ccc(F)cc1F	?
8	COc1ccc(Nc2nc3c(S(=O)(=O)c4ccc(C)cc4)nnn3c3ccsc23)cc1Cl	i
9	CCC(=O)N1CCc2cc(Br)cc(S(=O)(=O)N3CCCC(C(=O)Nc4cccc(C)c4C)C3)c21 (configuration not stated)	5µM*
10	O=C(Cc1ccc2c(c1)OCO2)N(Cc1ccncc1)Cc1cccc(OCCc2ccc(F)cc2)c1	11µM*
11	COCC(=O)Nc1ccc([C@H]2OCC(=O)N(CC(C)C)[C@@H]2CO)cc1	i
12	O=C(CSc1nc2c([nH]c3ccccc32)c(=O)n1-c1ccccc1)N1CCc2ccccc21	?
13	CSc1cccc(NC(=O)O[C@@H]2CC[C@]3(C)C(CC[C@@H](O)[C@H]3CC(=O)N3CCC(C)CC3)[C@]2(C)CO)c1 (some centres not stated)	?
14	O=C(NC1CCCCC1)N1CCC(c2noc(-c3cnccn3)n2)C1 (configuration not stated)	1%[5.79 µM]
15	COc1ccc(Nc2cnc3ccc(N(C)Cc4cccnc4)nn23)cc1OC	?
16	Cn1nccc1C(=O)N1C[C@@H]2CCCN3CCC[C@@H]([C@H]23)[C@H]1CCCC(=O)N1CCOCC1	-1%
17	COc1ccc(CC(=O)NCCc2sc(-c3cccc(F)c3)nc2C)cc1	i
18	Cc1ccc(C(=O)Nc2ccc(NC(=O)c3cccs3)cc2)cc1C	43%[activator]
19	Cc1noc([C@@H]2CN(Cc3ccccc3C#N)C[C@H]2C(N)=O)n1	23%
20	COCCCNC(=O)CSC1=Nc2ccccc2C2=NC(CCC(=O)NCc3ccc(OC)cc3)C(=O)N12 (configuration not stated)	13%

Further entries.
no.	Structure	Pf Dd2 inh
21	C#CCNC(=O)[C@H]1C[C@@H](O)[C@H](O)[C@@H]2N=C(Nc3cccc4ccccc34)S[C@@H]21	?
22	O=C(c1ccc(F)cc1)N1CC(Oc2cccc(-c3nc(-c4ccccc4)no3)c2)C1	1%[5.79 µM]
23	COc1ccc(NC(=O)Cn2nnc(C(=O)NCc3ccccc3Cl)c2N)cc1Cl	i
24	COc1cccc(C2=CC(c3ccccc3F)n3ncc(C(=O)Nc4ccc(F)cc4)c3N2)c1 (configuration not stated)	?
25	Cc1ccc(N2CC(NC(=O)c3cccc(Cl)c3)CC2=O)cc1C (configuration not stated)	29%
26	COc1ccccc1CNC(=O)c1cc2cccc3c2n1CC(C)S3 (configuration not stated)	-24%
27	Cc1ccc(C)c(N2CCN(C(=O)CN3C(=O)COc4ccc(S(=O)(=O)N5CCCCCC5)cc43)CC2)c1	?
28	COc1ccc(-c2cn(C[C@H]3C[C@@H]4CCN3C[C@@H]4C(=O)NC(C)C)nn2)cc1	i
29	O=c1c2cnn(-c3ccc(Cl)cc3)c2ncn1Cc1cccc(C(F)(F)F)c1	?
30	CN(CCO)C(=O)c1cn2cc(-c3cccs3)n(CC3CC3)c(=O)c2n1	i
31	O=C(NC1(C(F)(F)F)NC(=O)N(CCc2ccccc2)C1=O)c1ccccc1F (configuration not stated)	38%[activator]
32	Cc1c(-c2nc(-c3ccccc3)no2)nnn1-c1cccc(C(F)(F)F)c1	10%
33	Cc1ccc(OC(C)c2nc(-c3cccnn3)no2)cc1C (configuration not stated)	-20%
34	COc1ccc(N(CC(=O)Nc2ccc(Cl)cc2C)S(=O)(=O)c2ccccc2)c(OC)c1	4%
35	COc1ccc(CC2CN(Cc3cccc(-n4cccn4)c3)CCO2)cc1 (configuration not stated)	?
36	O=C(NCCc1ccccc1)c1ccc2nc(N3CCCCC3)sc2c1	-10%
37	N#Cc1ccccc1CN1CCCCCCNC(=O)[C@@H]2CCC[C@@H]21	2.8µM*
38	Cc1cccc(NC(=O)CCNS(=O)(=O)c2cccc3nonc23)c1	9%
39	Cc1ccccc1CCNC(=O)c1ccc(Cn2c(=O)c3cccn3c3cccnc32)cc1	i
40	O=C1CC2(CCN(C(=O)C3CCCCC3)C2)Nc2ccccc2N1 (configuration not stated)	6%

More results follow.
no.	Structure	Pf Dd2 inh
41	Cc1ccc(Cl)cc1NC(=O)Cn1c(SCC(=O)NCc2ccccc2)nc2ccccc21	i
42	Cn1ccnc1C(=O)N1CCC2(CC1)CC(Cc1nc(C3CC3)no1)CCO2 (configuration not stated)	-12%
43	CC1(CNC(=O)NCc2ccc(F)cc2)CCOCC1	-17%
44	CC(C)NC(=O)N1CCN(C(=O)NC(C)C)[C@@H](C(=O)N[C@H](Cc2c[nH]c3ccccc23)C(N)=O)C1	9%
45	Cc1ccc(CN2CCCCCCNC(=O)[C@@H]3C[C@@H](C(=O)NCCc4cnc[nH]4)C[C@@H]32)o1	?
46	COC(=O)c1cc2sc(C)cc2n1CC(=O)Nc1ccc(C)c(C)c1	i
47	O=c1cc(CN2CCCC(CCc3ccccc3C(F)(F)F)C2)[nH]c(=O)[nH]1 (configuration not stated)	-12%
48	CC(C)c1nc2nccc(-c3ccc(F)cc3)n2n1	-20%
49	CCCC(=O)Nc1cc2nn(-c3ccccc3)nc2cc1C	23%
50	O=C(c1ccc(F)cc1)N1C[C@@H]2C[C@H](C1)c1ccc(NS(=O)(=O)Cc3ccccc3)c(=O)n1C2	-14%
51	Cc1nn(C)cc1C(=O)N1CC[C@H](N2CCN(C)CC2)[C@H](CCCO)C1	15%
52	COc1ccc(-c2nc(C3CC3)nc3c2CN(C(=O)c2ccc(C(F)(F)F)cc2)CC3)cc1	-29%
53	CCOc1ccc(CNC(=O)c2ccc(CS(=O)c3ccccc3)o2)cc1 (configuration not stated)	-10%
54	Cc1ccc2c(c1)C(=O)OC(C(=O)Nc1ncc(Cc3ccc(Cl)cc3)s1)C2 (configuration not stated)	7%
55	Cc1ccc2c(n1)N(C)[C@H](CO)CCN(CC(C)C)C2	0%[44.1 µM]
56	Cc1nc(C2CCN(C(=O)C3(C(N)=O)CC3)CC2)cc(N2CCOCC2)n1	-20%
57	COc1ccc(C(=O)N(Cc2sccc2C)C2CCS(=O)(=O)C2)cc1Cl (configuration not stated)	11%
58	CC(C)c1ccc(NS(=O)(=O)c2cc(Br)cc3c2N(C(=O)C2CC2)CC3)cc1	-14%
59	COCC1CN(C(C)=O)CC12CCN(Cc1ccc(F)cc1Cl)CC2 (configuration not stated)	-18%
60	Cc1ccc(NC(=O)CCc2c(C)nc3cc(-c4ccccc4)nn3c2C)cc1F	-14%

3 entries picked at random from the list so far:
no.	Structure	Pf Dd2 inh
55	Cc1ccc2c(n1)N(C)[C@H](CO)CCN(CC(C)C)C2	0%[44.1 µM]
56	Cc1nc(C2CCN(C(=O)C3(C(N)=O)CC3)CC2)cc(N2CCOCC2)n1	-20%
43	CC1(CNC(=O)NCc2ccc(F)cc2)CCOCC1	-17%

Other records
no.	Structure	Pf Dd2 inh
61	CN(C)c1nc2c(c(=O)[nH]1)CCN(CCc1ccccc1)CC2	-7%[5.79 µM]
62	Cc1nn(CCCC(=O)NCc2ccccc2Br)c(=O)c2c1sc1ccccc12	16%
63	Cc1cc2nc3n(c(=O)c2n1CC(=O)Nc1ccc2c(c1)OCO2)CCCCC3	i
64	CC(C)CNC(=O)c1cc(C2CC2)nc2c1c(C1CCCN1)nn2C (configuration not stated)	0%
65	Cc1cccc(N2CCN(C(=O)c3cc4c(=O)oc5ccccc5c4s3)CC2C)c1 (configuration not stated)	?
66	CCOc1ccc(NC(=O)c2ccc(-c3ccccc3)s2)cc1	18%
67	COc1ccc(OC(C)C(=O)NCc2nc(-c3cccc(C)c3)no2)cc1 (configuration not stated)	i
68	CSCC(=O)N1C[C@@H](NC(=O)Nc2cccc(SC)c2)C[C@H]1C(=O)N[C@@H](CCS(C)(=O)=O)C(N)=O	-3%
69	Cc1ccc(C(=O)N2CCC3(CC2)CC(C(C)C)=NO3)cc1	-24%[44.1 µM]
70	Cc1cccc(C(=O)N2C(C(=O)N3CCOCC3)COC23CCN(C(=O)CC(C)(C)C)CC3)c1 (configuration not stated)	7%
71	COc1ccc(Cl)cc1C(=O)Nc1ccc2nc(Nc3cccc(Cl)c3)cc(C)c2c1	?
72	O=C(Nc1cccc(-n2cccn2)c1)C1CCCN(C(=O)N2CCOCC2)C1 (configuration not stated)	-13%
73	CCOC(=O)c1ccc(CN(Cc2ccccc2C)S(=O)(=O)c2ccc(F)c(C)c2)cc1	-2%
74	COc1ccc(CNC(=O)CCc2c(C)nc3nc(CNC(=O)OC(C)(C)C)nn3c2C)cc1	3%
75	CCc1ccc(-n2c(=O)c3cccnc3n2CC(=O)Nc2cc(F)ccc2F)cc1	5µM*
76	Cc1ccc2[nH]c(=O)c(CCC(=O)O)cc2c1	21%
77	COc1ccc(CC(=O)N2CC[C@@H](CC(=O)O)[C@@H](CCN(C)c3ccccc3)C2)cc1	i
78	O=C(C1CC1)N1CCC(Cc2nc(-c3ccc(F)cc3)no2)CC1	72%[activator]
79	O=C(c1ccccc1F)N1CCC(N2CC3CC(C2)[C@H]2CCCC(=O)N2C3)CC1 (some centres not stated)	-2%
80	O=C1CCN(C(=O)Cc2ccccc2)CCCC(c2nc(-c3cnccn3)no2)CCN1 (configuration not stated)	?

(next part)
no.	Structure	Pf Dd2 inh
81	CCCCN(CC)C(=O)Cn1c(=O)n(-c2ccc(OCC)cc2)c(=O)c2c3c(sc21)CCCC3	10%
82	COc1cccc(-c2cc(C3CCN(C(=O)Nc4cccc(C)c4)CC3)[nH]n2)c1	?
83	O=C(c1ccccc1F)N1CCC(N2CCCNC2=O)CC1	3%&-5%[44.1 µM]
84	Cc1ccccc1CN1CCC2(CC1)OCCN(Cc1ccccc1)C2=O	?
85	FC(F)(F)c1ccnc(-c2cc(NCc3ccccn3)nc3[nH]ccc23)c1	?
86	COc1cccc(C(=O)N2CCCC(c3nn[nH]n3)C2)c1 (configuration not stated)	40%[activator]
87	O=C(c1ccc(CSc2ncccn2)o1)N1CCC2(CCOCC2)CC1	-3%
88	CC(C)c1nc(C2Cc3ccccc3N2C(=O)NCc2ccco2)no1 (configuration not stated)	i
89	O=C(NC1C[C@H]2CC[C@@H](C1)N2C(=O)C1CCCCCC1)c1ccncc1 (some centres not stated)	-7%
90	Cn1ncc2c(NCc3ccc(Cl)cc3)ncnc21	7%
91	O=C(NCc1nnc2n1C(C(=O)N1CCOCC1)CC2)Nc1cccnc1 (configuration not stated)	14%
92	COc1cc(NS(=O)(=O)c2ccc3c(c2)CCN3S(C)(=O)=O)cc(OC)c1	i
93	COc1ccc(CN2C(=O)c3oc4ccc(F)cc4c(=O)c3C2c2ccc(O)cc2)cc1 (configuration not stated)	-12%
94	C[C@@]12CO[C@@H](Cc3ccccc3)O[C@@H]1CC[C@]1(C)C2CC[C@@H](O)[C@H]1CC(=O)NCc1ccco1 (some centres not stated)	i
95	COC(=O)CNC(=O)C1=NOC2CN(C(=O)Nc3cccnc3)CC12 (configuration not stated)	22%
96	Cc1ccn2cc(CNC(=O)c3cccc(C(F)(F)F)c3)nc2c1	17%
97	Cc1cncc(C(=O)N2CC[C@@H](c3ccc4ccccc4c3)[C@H](O)C2)c1	-15%
98	COc1ccc(C(=O)N[C@H](C)c2onc(-c3ccc(F)cc3)c2C(=O)O)cc1	16%[44.1 µM]
99	O=C(NCCCN1CCCCC1)C1CCN(C(=O)N2CC3CC(C2)[C@H]2CCCC(=O)N2C3)CC1 (some centres not stated)	i
100	O=C(c1cn[nH]c1-c1ccccc1)N1CCC2(CC1)CC(O)CCO2 (configuration not stated)	-10%

Part of the list above, with each value named:
100. O=C(c1cn[nH]c1-c1ccccc1)N1CCC2(CC1)CC(O)CCO2 (configuration not stated)
  Pf Dd2 inh: -10%
86. COc1cccc(C(=O)N2CCCC(c3nn[nH]n3)C2)c1 (configuration not stated)
  Pf Dd2 inh: 40%[activator]
91. O=C(NCc1nnc2n1C(C(=O)N1CCOCC1)CC2)Nc1cccnc1 (configuration not stated)
  Pf Dd2 inh: 14%
93. COc1ccc(CN2C(=O)c3oc4ccc(F)cc4c(=O)c3C2c2ccc(O)cc2)cc1 (configuration not stated)
  Pf Dd2 inh: -12%

Continuation.
no.	Structure	Pf Dd2 inh
101	COCc1noc([C@@H]2CC(F)(F)CN2C(=O)c2coc(C)n2)n1	19%
102	CCc1nc2ccccc2n1CCC(=O)N[C@H]1CCOC[C@H]1C1CCOCC1	-10%
103	Cc1ccc(NC(=O)C2CCCN(S(=O)(=O)c3c(C)noc3C)C2)cc1 (configuration not stated)	i
104	O=C1CC(c2nc(-c3cn4ccccc4n3)no2)CN1Cc1ccncc1 (configuration not stated)	7%
105	CCOc1ccc(NC(=O)CN2CCN(c3ccc(Cl)cc3)CC2)cc1	48%[activator][5.79 µM]
106	CC(C)CCC(=O)N1CC(C(=O)N(C)C)C2(CCOCC2)C1 (configuration not stated)	7%
107	CCNC(=O)N1CCC(Oc2ccccc2)C1 (configuration not stated)	-17%
108	Brc1ccc(CN2CCC(c3nc4ccncc4[nH]3)C2)cc1 (configuration not stated)	10µM*!
109	CCc1ccccc1NC(=O)NCC1CCOCC1	1%
